Compound activity from PubChem.
hIAP inh = human IAP inhibition; inhibition, % at 10 µM; P09923; actives 0.12% (n = 330,000); purified IAP, CDP-Star luminescence, 30 min;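 active = inhibition reaching a set limit with compound at 10 µM in the primary screen, cut at about 35% in these data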;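 also: plate controls were DMSO wells with enzyme for no effect and no-enzyme buffer wells for full effect; values of inactives mirror those of a sister screen read the other way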
Target sequence (P09923 whole entry, looked up): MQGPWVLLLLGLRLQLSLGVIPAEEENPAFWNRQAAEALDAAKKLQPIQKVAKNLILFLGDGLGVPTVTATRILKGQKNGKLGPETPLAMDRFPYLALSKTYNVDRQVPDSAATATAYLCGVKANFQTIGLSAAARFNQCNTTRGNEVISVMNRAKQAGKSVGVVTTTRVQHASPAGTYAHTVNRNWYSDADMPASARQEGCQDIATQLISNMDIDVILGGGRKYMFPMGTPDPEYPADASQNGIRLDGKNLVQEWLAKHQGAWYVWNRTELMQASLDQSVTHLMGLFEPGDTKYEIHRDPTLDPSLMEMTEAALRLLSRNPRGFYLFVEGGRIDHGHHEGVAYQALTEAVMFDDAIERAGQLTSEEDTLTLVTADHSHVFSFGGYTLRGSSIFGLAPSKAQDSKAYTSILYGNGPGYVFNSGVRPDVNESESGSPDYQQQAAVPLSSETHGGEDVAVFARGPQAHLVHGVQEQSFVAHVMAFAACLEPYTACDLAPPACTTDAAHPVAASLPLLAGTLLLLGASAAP
GRIN3A LBD mod = modulators (binders) of human NR3A ligand-binding domain; Tm shift relative to glycine control, % at 25 µM; actives 2.5% (n = 340,000); NR3A LBD differential scanning fluorimetry, Tm shift; 0% = protein alone, 100% = glycine-bound protein;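 active = melting temperature shift of at least 10% of the positive control shift, at one fixed dose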
A3A deaminase = blocks human APOBEC3A ssDNA deamination; actives 0.41% (n = 330,000); inhibition, % at 20 µM; AID 493011; recombinant A3A, FAM/TAMRA ssDNA deamination fluorescence;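 active = at least 40% inhibition at 20 µM here, with at most 30% in a related deaminase screen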;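 also: plate controls were A3A with DMSO for no effect and wells lacking A3A enzyme for full effect; some results filed as inactive read as strong as hits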
Target sequence (P31941 whole entry, looked up): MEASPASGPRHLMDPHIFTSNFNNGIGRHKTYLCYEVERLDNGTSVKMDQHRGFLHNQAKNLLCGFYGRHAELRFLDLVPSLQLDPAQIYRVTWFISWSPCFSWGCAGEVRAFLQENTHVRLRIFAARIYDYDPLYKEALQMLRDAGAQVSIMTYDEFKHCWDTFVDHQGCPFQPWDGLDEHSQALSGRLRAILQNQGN
MIN6 prolif = MIN6 beta-cell proliferation induction. proliferation, % at 10 µM. MIN6 cells proliferation, ATPlite luminescence, 48 h; cells starved in 0.2% serum; 100% = growth in 10% serum. actives 0.29% (n = 330,000);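 active = compounds whose signal lies at least 3.5 SD above the mean of all wells on their plate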;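 also: 0% = DMSO-treated cells in low-serum medium and 100% = 10% serum control; some compounds called inactive have numbers as strong as hits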
A3G deaminase = inhibitors of human APOBEC3G DNA deaminase | recombinant A3G, ssDNA deamination FAM/TAMRA fluorescence | actives 0.28% (n = 330,000) | inhibition, % at 20 µM | Q9HC16;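 active = inhibition of at least 40% at 20 µM, with no more than 30% in the related APOBEC3A deaminase screen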;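 also: plate controls were DMSO wells with A3G for no effect and wells lacking A3G enzyme for full effect; some compounds called inactive have numbers as strong as hits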
mIAP act = mouse IAP activation; activation factor at 10 µM; actives 0.24% (n = 330,000); muIAP, CDP-Star luminescence, 30 min; stronger effect = higher value; 1 = vehicle-only enzyme signal, 0 = enzyme-free wells; AID 2805;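 active = activation factor of at least 2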; also: the source names both 10 and 20 µM as test concentration; values of inactives mirror those of a sister screen read the other way
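System: mouse IAP enzyme. Reagent: CDP-Star chemiluminescent phosphatase substrate. Benchmarks: DMSO wells, no-enzyme wells. Times: 30 min enzyme-substrate-compound incubation at room temperature. Detection: luminescence from enzymatic CDP-Star hydrolysis. Doses: test compounds delivered from DMSO solution.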
mIAP block = mouse IAP inhibition; purified mouse IAP, CDP-Star luminescence, 30 min; inhibition, % at 10 µM; actives 0.2% (n = 330,000); AID 2806;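 active = inhibition of at least 40% at 10 µM in the primary screen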;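 also: plate controls were DMSO with enzyme for no effect and no enzyme wells for full effect; values of inactives mirror those of a sister screen read the other way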
MPTP inh = blocks calcium-induced mitochondrial swelling; isolated mouse mitochondria, Ca2+ swelling absorbance, 30 min; inhibition, % at 10 µM; actives 1.4% (n = 360,000); AID 602449;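 active = inhibition of 50% or more, scaled per plate between neutral and stimulator controls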;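 also: 0% = DMSO wells given calcium and 100% = 1 mM EGTA wells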
hIAP act = increases human intestinal alkaline phosphatase activity | P09923 | purified human IAP, CDP-Star luminescence, 30 min; stronger effect = higher value; 1 = vehicle-only enzyme, 0 = enzyme-free background | activation factor at 10 µM | actives 0.16% (n = 330,000);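 active = activation factor of the enzyme at least 2-fold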; also: the source names both 10 and 20 µM as test concentration; values of inactives mirror those of a sister screen read the other way
The depositor's hits bear a star; . = no result given.

SMILES	hIAP inh	GRIN3A LBD mod	A3A deaminase	MIN6 prolif	A3G deaminase	mIAP act	mIAP block	MPTP inh	hIAP act
COc1cccc(-n2c(N)cc(=O)nc2SCC(=O)N2CCN(c3ccccc3)CC2)c1	-8	0	-6	-4	-8	0.96	4	-1.2	1.1
C=C(C)c1cccc(C(C)(C)NC(=O)N(Cc2ccccc2)Cc2ccco2)c1	-13	1	-3	-1	-8	1	-4	9.6	1.1
O=C(COC(=O)C1CC1)Nc1ncc(C(F)(F)F)cc1Cl	1	-4	2	1	-7	1	-3	-0.5	0.99
Cc1ccc(C)c(S(=O)(=O)Nc2ccc3oc(C)c(C(=O)O)c3c2)c1	7	-1	83	-3	38	0.95	5	-2.7	0.93
CS(=O)(=O)c1ccc(NCCc2ccc(S(N)(=O)=O)cc2)c([N+](=O)[O-])c1	5	-1	4	-3	-5	0.95	5	0.1	0.95
C[C@@H]1CN([C@H](C)CO)C(=O)c2cccc(NS(=O)(=O)c3ccccc3)c2O[C@H]1CN(C)C	13	3	-4	-3	-4	1	-2	0.1	0.87
O=C(NC1CCCCC1)C(c1ccncc1)N(C(=O)Cn1nnc(-c2cccs2)n1)C1CCCC1 (stereo not given)	-21	-9	-3	-2	-7	1.1	-12	0.2	1.2
COc1ccc(C(=O)N(CN2CCCC2=O)c2cc(C)on2)cc1OC	8	1	-1	0	-1	1	0	1.7	0.92
Cc1nc([N+](=O)[O-])c(Br)n1CC(=O)c1ccc(Br)cc1	-5	0	-4	-6	-7	0.94	6	0.5	1.1
COc1ccccc1CN1CCN(C(=O)c2cccc3ccccc23)CC1	-2	1	-1	-2	-3	0.94	6	2.4	1

Overlap with the part before: five entries, then new ones.
SMILES	hIAP inh	GRIN3A LBD mod	A3A deaminase	MIN6 prolif	A3G deaminase	mIAP act	mIAP block	MPTP inh	hIAP act
C[C@@H]1CN([C@H](C)CO)C(=O)c2cccc(NS(=O)(=O)c3ccccc3)c2O[C@H]1CN(C)C	13	3	-4	-3	-4	1	-2	0.1	0.87
O=C(NC1CCCCC1)C(c1ccncc1)N(C(=O)Cn1nnc(-c2cccs2)n1)C1CCCC1 (stereo not given)	-21	-9	-3	-2	-7	1.1	-12	0.2	1.2
COc1ccc(C(=O)N(CN2CCCC2=O)c2cc(C)on2)cc1OC	8	1	-1	0	-1	1	0	1.7	0.92
Cc1nc([N+](=O)[O-])c(Br)n1CC(=O)c1ccc(Br)cc1	-5	0	-4	-6	-7	0.94	6	0.5	1.1
COc1ccccc1CN1CCN(C(=O)c2cccc3ccccc23)CC1	-2	1	-1	-2	-3	0.94	6	2.4	1
CC(C)(C)OC(=O)CC12CCCCC1NC(=O)O2 (stereo not given)	0	0	3	-5	1	1	-1	-1.7	1
COc1cc(C(=O)NCC(c2cccs2)N2CCOCC2)c([N+](=O)[O-])cc1OC (stereo not given)	-2	-2	-3	-1	-9	0.98	2	-0.9	1
O=S1(=O)NC(=NCCOCCO)c2ccccc21	-15	0	1	0	-5	1	-3	-0.2	1.1
O=C(NCC1CCN(C(=O)c2ccc([N+](=O)[O-])cc2)CC1)c1ccc([N+](=O)[O-])cc1	-2	0	-6	-1	-9	1	-5	-0.4	1
CC(C)c1ccc(OCC(=O)N2CCN(C(=O)c3ccco3)CC2)cc1	8	2	-4	-1	-9	1	0	0.8	0.92
O=C(COc1ccccc1Cc1ccccc1)Nc1cccnc1	14	0	2	-2	-4	1	-3	0.5	0.86
COc1ccc(OCC(=O)NNC(=O)c2ccc(-c3ccccc3)cc2)cc1	-11	1	4	-5	13	1	-2	0.4	1.1
CN(C)S(=O)(=O)c1cccc(COC(=O)CCNC(=O)c2ccc([N+](=O)[O-])cc2)c1	3	-3	-3	-4	-7	0.96	4	2.5	0.97
CC1(c2nnc(-c3ccc(Cl)cc3)o2)CC(c2ccc([N+](=O)[O-])cc2)=NO1 (stereo not given)	17	-6	-3	-1	-8	0.91	9	-0.4	0.83
O=C(/C=C/c1ccco1)NCc1ccccn1	-4	0	-3	9.4*	-7	0.91	9	1.0	1
COc1ccc(NC(=O)C2OCCc3ccccc32)c(OC)c1 (stereo not given)	10	0	-4	-1	-5	1.1	-13	-0.7	0.9
Cc1cc(C(=O)N2CCCC(N3CCN(c4cccc(C(F)(F)F)c4)CC3)C2)n[nH]1 (stereo not given)	2	4	-1	-3	-1	0.89	11	0.0	0.97
Cc1cnc(C(=O)OCC(=O)Nc2ccc(Cl)cc2Cl)cn1	-7	-1	-4	-1	-4	1	-2	-7.6	1.1
C[C@H](CO)N1C[C@H](C)[C@@H](CN(C)S(C)(=O)=O)Oc2ccc(NS(=O)(=O)c3cn(C)cn3)cc2C1=O	-27	4	-2	-2	-5	0.96	4	1.8	1.3
Cc1ccc(-c2csc(NC(=O)CN3CCOCC3)n2)cc1C	21	-1	-3	-2	3	0.98	2	1.3	0.79
COc1ccc(CCNC(=O)COC(=O)c2cc(OC)c(OC)cc2OC)cc1OC	-12	-2	-1	-1	-7	1	-3	-0.5	1.1
O=C(c1cc(-c2cccc(Cl)c2)on1)N1CCc2ccccc2C1	-21	2	-2	0	-5	1	0	1.9	1.2
CC(=O)c1cnn(-c2c(Cl)cc(Cl)cc2Cl)c1C	-14	0	1	-1	0	0.9	10	2.1	1.1
COc1ccc(CNC(=O)C[C@H]2C[C@H](C(=O)N3CCOCC3)[C@@]3(C)c4[nH]c5ccc(Cl)cc5c4CCN3C2=O)cc1OC	.	0	-1	.	-1	1.2	-18	2.6	.
CC(=O)Nc1ccc(-c2csc(NNC(=O)c3ccc(C)cc3)n2)cc1	-17	-1	-4	-3	-4	0.87	13	2.5	1.2
CCOc1ccccc1CNS(=O)(=O)c1csc(C(N)=O)c1	-7	-1	1	-5	-2	1.1	-10	-1.8	1.1
Cc1ccc(C(=O)/C=C/N(C)C)o1	8	1	-6	-1	-8	1	0	-1.0	0.92
CCc1nc(SCc2ccc(Cl)cc2)n[nH]1	-49	4	4	-1	-2	1	0	1.1	1.5
N/C(=N\OC(=O)c1ccc2ccccc2c1)c1ccc(Br)cc1	-7	24*	-1	0	-1	0.88	12	4.6	1.1
Cc1ccc(C(CC(=O)N2CCCCC2)c2ccccc2)c(O)c1C (stereo not given)	3	13*	-1	-1	-4	1	0	2.0	0.97
COC(=O)C1=C(C)NC(=S)N(C(C)=O)C1c1ccccc1 (stereo not given)	3	-1	5	0	2	1	-4	-1.4	0.97
O=C(NCc1ccncc1)C(=O)NCC(c1ccco1)N1CCN(c2ccccc2F)CC1 (stereo not given)	3	4	0	0	-4	1.1	-6	-0.2	0.97
O=C(C1CCC1)N1CCc2cc(S(=O)(=O)NC3CCCC3)ccc21	-3	1	3	0	3	1.1	-5	-1.2	1
Cc1ccc(NC2=NC3(CCCCC3)N=C(N)N2)c(C)c1	-49	2	-1	1	-8	1.1	-14	1.1	1.5
COc1ccc(OC)c(S(=O)(=O)NC2CC(=O)N(c3ccc(C)c(C)c3)C2)c1 (stereo not given)	9	1	2	-1	-2	0.99	1	-1.7	0.91

5 compounds picked at random from the list so far:
SMILES	hIAP inh	GRIN3A LBD mod	A3A deaminase	MIN6 prolif	A3G deaminase	mIAP act	mIAP block	MPTP inh	hIAP act
Cc1ccc(NC2=NC3(CCCCC3)N=C(N)N2)c(C)c1	-49	2	-1	1	-8	1.1	-14	1.1	1.5
COc1ccc(OC)c(S(=O)(=O)NC2CC(=O)N(c3ccc(C)c(C)c3)C2)c1 (stereo not given)	9	1	2	-1	-2	0.99	1	-1.7	0.91
COC(=O)C1=C(C)NC(=S)N(C(C)=O)C1c1ccccc1 (stereo not given)	3	-1	5	0	2	1	-4	-1.4	0.97
Cc1ccc(C(CC(=O)N2CCCCC2)c2ccccc2)c(O)c1C (stereo not given)	3	13*	-1	-1	-4	1	0	2.0	0.97
CCc1nc(SCc2ccc(Cl)cc2)n[nH]1	-49	4	4	-1	-2	1	0	1.1	1.5

(continued)
SMILES	hIAP inh	GRIN3A LBD mod	A3A deaminase	MIN6 prolif	A3G deaminase	mIAP act	mIAP block	MPTP inh	hIAP act
CC1CCCC(C)N1C(=O)c1cc(-c2cccs2)on1 (stereo not given)	-4	1	-5	-5	-2	1.1	-6	-1.4	1
O=C(NCc1nnc(SCC(=O)N2CCCc3ccccc32)o1)c1ccco1	-24	0	-2	-3	-6	1	-2	6.2	1.2
COc1cc(C2C(C(=O)OC(C)C)=C(C)Nc3[nH]c(=O)[nH]c(=O)c32)ccc1O (stereo not given)	-9	-22	-1	0	-1	1.1	-11	-0.6	1.1
COc1cccc(C(=O)N2CCN(c3ccc(N4CCOCC4)nn3)CC2)c1	-10	-2	0	-2	23	1.1	-8	-1.0	1.1
C[C@@H]1COC(=O)[C@@H](Cc2ccc(F)cc2)C/C=C\C[C@@H](CC(=O)N[C@H](CO)Cc2ccccc2)C(=O)N1	2	-3	-1	-4	-4	1.1	-8	-0.9	0.98
Cc1nc(C)c(-c2ccccc2)c(=O)[nH]1	-28	-4	-2	0	-8	1	-1	0.5	1.3
O=C(CN1C(=O)C2CC=CCC2C1=O)Nc1ccc(Br)cc1 (stereo not given)	2	1	-2	0	-6	0.96	4	-0.3	0.97
CC1CCc2c(sc(NC(=O)C3CCCO3)c2C#N)C1 (stereo not given)	-5	1	-1	1	-13	0.97	3	0.2	1.1
CCN(CCCn1c(SCC#N)nc2ccccc2c1=O)c1ccccc1	4	1	0	-3	-3	0.95	5	8.8	0.96
CCCCCn1c(CNC(C)=O)nc2ccccc21	-5	0	-5	-3	-5	0.99	1	-1.5	1

Profiles, quoted from the list. Order of screens: hIAP inh	GRIN3A LBD mod	A3A deaminase	MIN6 prolif	A3G deaminase	mIAP act	mIAP block	MPTP inh	hIAP act
`COc1ccc(OCC(=O)NNC(=O)c2ccc(-c3ccccc3)cc2)cc1` is listed as -11	1	4	-5	13	1	-2	0.4	1.1
`COc1ccc(C(=O)N(CN2CCCC2=O)c2cc(C)on2)cc1OC` is listed as 8	1	-1	0	-1	1	0	1.7	0.92

Following part.
SMILES	hIAP inh	GRIN3A LBD mod	A3A deaminase	MIN6 prolif	A3G deaminase	mIAP act	mIAP block	MPTP inh	hIAP act
Clc1nc(CN2CCOCC2)nc2sc3c(c12)CCC3	-10	-1	4	0	7	1.1	-8	0.6	1.1
O=C(Nc1cc(Cl)ccc1O)C1CC(c2ccccc2O)=NO1 (stereo not given)	-1	2	-4	-4	-8	0.89	11	4.4	1
Cc1ccccc1NC(=S)N/N=C/c1ccc(O)cc1O	-58	5	0	-5	-5	0.74	26	2.7	1.6
Cc1cc(NS(=O)(=O)c2ccc(NC(=S)NC(=O)c3ccncc3)cc2)no1	3	0	-1	-3	-9	0.93	7	0.6	0.97

Compounds were not picked by outcome. About 5% of those tested had a hit in this group.
